mHTT CaM bind: inhibitors of human mutant huntingtin-calmodulin interaction. AID 1671202. AlphaScreen His-mHTT/GST-CaM binding, luminescence. P42858. inhibition, % at 15 µM. 3.6% of 190,000 active;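 note: 0% = both proteins with DMSO and 100% = one protein alone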
Pf apPOL block: Pf-apPOL DNA polymerase inhibition; Recombinant Pf-apPOL, molecular beacon fluorescence, 1.5 h; inhibition, % at 10 µM; 0.25% of 210,000 active
Active calls of the source: *; i = inactive; · = not tested or not shown. Cut-off read from the data, not from the text of the source: active = inhibition above about 50%; inactive = the rest.

SMILES | mHTT CaM bind | Pf apPOL block
COc1cccc(CN2CCc3c(cc(C(=O)NCc4ccco4)n3C)C2)c1 | 24 | -3
CCN1C(=O)Cc2cc(C(=O)N3CCN(c4ccccc4C)CC3)ccc21 | 68* | 1
O=C1c2ccccc2S(=O)(=O)N1Cc1nc2ccccc2s1 | · | -6
Cc1ccc(C(=O)N2CCCC2c2cc(C(C)C)no2)cc1 (stereo not drawn) | -6 | -7
CCOC(=O)c1c(-c2ccc(C)o2)csc1NC(=O)c1cccnc1 | 1 | -4
COCCCNC(=O)c1cnc2n(c1=O)CCS2 | 1 | -3
O=C(NCC1CCCO1)C(=O)Nc1cc(F)ccc1F (stereo not drawn) | -9 | -6
N#Cc1cc2c(nc1SCc1cccc(C(F)(F)F)c1)CCC2 | -20 | ·
CCc1nc(-c2ccccc2)cc(=O)[nH]1 | -7 | 1
O=C(Nc1ccc(I)cc1)c1ccccc1C(=O)c1ncc[nH]1 | 1 | -3
COC(=O)C1=CCC23CCC(C(C)(C=CC=C(C)C(=O)O)OC2=O)C3(OC(C)=O)CC1 (stereo not drawn) | · | -8
COc1ccc(C(=O)c2cnc3ccccc3c2-c2ccccc2)cc1 | · | -2
O=C1C(=Cc2cc(Br)cc3c2OCOC3)Oc2cc(OC(=O)N3CCOCC3)ccc21 | 0 | 6
CCCCC(C(=O)O)N1C(=O)C2CC=C(Cl)CC2C1=O (stereo not drawn) | 3 | -3
CNC(=O)Oc1ccc2c(c1)C1(C)CCN(C)C1N2C (stereo not drawn) | · | -9
Cc1c(Cl)cccc1NC(=O)N1CCc2c(c(COCc3cccc(F)c3)nn2C)C1 | 30 | -1
O=C(CC1CCCCC1)NCCC1=CCCCC1 | -6 | -4
CCCn1ncc(N2CCC(C(=O)NCCc3cccnc3)CC2)cc1=O | -3 | -2
O=C(Nc1cccc(F)c1)N1CCCC1c1nc(-c2cccc(Cl)c2)no1 (stereo not drawn) | 13 | -2
CC(C)c1ccc(NC(=O)c2ccc3c(c2)N(S(C)(=O)=O)CC3)cc1 | 1 | -1
CC(=O)[C@H]1CCC2C3CC=C4C[C@@H](OS(=O)(=O)O)CC[C@]4(C)C3CC[C@@]21C (stereo partly drawn) | · | 2
O=C(NCc1ccc(F)cc1Cl)C1c2ccccc2CCN1C(=O)C1CC1 (stereo not drawn) | -1 | -2
O=C1c2ccccc2C(=O)C2(O)OCCOC12O (stereo not drawn) | 1 | 0
COC(=O)c1ccc2c(=O)n(-c3cccc(Cl)c3)c(N3CCSCC3)nc2c1 | -1 | -2
Cc1ccc(CNC(=O)c2c(C)sc3c(=O)n(C4CCCCC4)cnc23)cc1 | -4 | 2

New compounds follow.
SMILES | mHTT CaM bind | Pf apPOL block
C=CCOc1nc2c(c(=O)n(Cc3ccccc3Cl)c(=O)n2C)n1C | 1 | -2
O=S1(=O)CCOC[C@H](CC2CCCCC2)N1Cc1cccc(F)c1 | -11 | -5
COc1cccc(C(=O)Oc2ccc3c(=O)c(-c4ccccc4OC)coc3c2)c1 | -6 | -3
CC(C)N1CCN(C(=O)C2CCN(c3cnn(Cc4ccccc4)c(=O)c3)CC2)CC1 | 5 | -4
Cc1ccc(NC(=O)N2CCC(n3cnc4ccccc4c3=O)CC2)c(C)c1 | -6 | 0
CCCCNC(=O)C1CCCN(S(=O)(=O)N2CC(C)CC(C)C2)C1 (stereo not drawn) | -1 | -9
COc1cc(C(C#N)N2CCC(c3ccccc3)=N2)ccc1O (stereo not drawn) | 6 | -4
O=C(O)CCCC(=O)NC1CCCCCCC1 | 2 | 0
CN1C(=O)c2ccc(NC(=O)COc3ccc(C(C)(C)C)cc3)cc2C1=O | 3 | -1
O=C(NC1CCN(c2nnc3ccc(Cl)cn23)CC1)c1cccs1 | -1 | 0
Cc1cccc(OCc2nc(C(=O)N3CCCCC3)cs2)c1C | 9 | 1
CCCN(CCC)Cc1cc(=O)oc2cc(C)ccc12 | -24 | -2
CC(=O)C(C)(C)OC(=O)N1CCOCC1 | · | 2
Nc1ccc2nc(-c3ccco3)[nH]c2c1 | 24 | -2
COc1ccc(CC(=O)N2CC3CC(NS(C)(=O)=O)C2C3)cc1Cl (stereo not drawn) | -2 | -2
CN1CC2([N+](=O)[O-])CC=C(OCCO)C([N+](=O)[O-])(C1)C2 (stereo not drawn) | 4 | -6
COc1ccc(Nc2nc(-c3sc(C)nc3C)cs2)cc1 | 52* | -4
Cc1nnsc1C(=O)Nc1cccc([N+](=O)[O-])c1 | -8 | -7
COc1ccc(-c2ccc3nc(C(=O)NCC4CC4)cn3c2)cc1 | 9 | 7
COc1cccc(-c2ccc3c(N)c(C(=O)Nc4cc(OC)ccc4Cl)sc3n2)c1 | -5 | -4
Cc1cc([N+](=O)[O-])ccc1NC(=O)c1cnc2sccn2c1=O | -21 | 2
CCn1c(C2CCN(C(=O)Nc3cccc(Cl)c3)C2)nc2cccnc21 (stereo not drawn) | -3 | -1
CCn1nc(C)cc1C(=O)Oc1ccc(C)cc1 | · | -42
NC(=O)c1ccc(NC(=O)c2ccc(Br)cc2)cc1 | 2 | -8
O=C(Nc1ccc2snnc2c1)N1CCOCC1 | -4 | 2

A section from further up:
SMILES | mHTT CaM bind | Pf apPOL block
C=CCOc1nc2c(c(=O)n(Cc3ccccc3Cl)c(=O)n2C)n1C | 1 | -2
O=S1(=O)CCOC[C@H](CC2CCCCC2)N1Cc1cccc(F)c1 | -11 | -5
COc1cccc(C(=O)Oc2ccc3c(=O)c(-c4ccccc4OC)coc3c2)c1 | -6 | -3
CC(C)N1CCN(C(=O)C2CCN(c3cnn(Cc4ccccc4)c(=O)c3)CC2)CC1 | 5 | -4
Cc1ccc(NC(=O)N2CCC(n3cnc4ccccc4c3=O)CC2)c(C)c1 | -6 | 0
CCCCNC(=O)C1CCCN(S(=O)(=O)N2CC(C)CC(C)C2)C1 (stereo not drawn) | -1 | -9
COc1cc(C(C#N)N2CCC(c3ccccc3)=N2)ccc1O (stereo not drawn) | 6 | -4
O=C(O)CCCC(=O)NC1CCCCCCC1 | 2 | 0
CN1C(=O)c2ccc(NC(=O)COc3ccc(C(C)(C)C)cc3)cc2C1=O | 3 | -1
O=C(NC1CCN(c2nnc3ccc(Cl)cn23)CC1)c1cccs1 | -1 | 0
Cc1cccc(OCc2nc(C(=O)N3CCCCC3)cs2)c1C | 9 | 1
CCCN(CCC)Cc1cc(=O)oc2cc(C)ccc12 | -24 | -2
CC(=O)C(C)(C)OC(=O)N1CCOCC1 | · | 2
Nc1ccc2nc(-c3ccco3)[nH]c2c1 | 24 | -2
COc1ccc(CC(=O)N2CC3CC(NS(C)(=O)=O)C2C3)cc1Cl (stereo not drawn) | -2 | -2
CN1CC2([N+](=O)[O-])CC=C(OCCO)C([N+](=O)[O-])(C1)C2 (stereo not drawn) | 4 | -6
COc1ccc(Nc2nc(-c3sc(C)nc3C)cs2)cc1 | 52* | -4
Cc1nnsc1C(=O)Nc1cccc([N+](=O)[O-])c1 | -8 | -7
COc1ccc(-c2ccc3nc(C(=O)NCC4CC4)cn3c2)cc1 | 9 | 7
COc1cccc(-c2ccc3c(N)c(C(=O)Nc4cc(OC)ccc4Cl)sc3n2)c1 | -5 | -4

Remaining list, next part:
SMILES | mHTT CaM bind | Pf apPOL block
Cc1c(C(=O)Nc2c3c(nn2-c2ccc(F)cc2)CSC3)cccc1[N+](=O)[O-] | 30 | -4
Cc1ccnc(N2CCCC(C(=O)NCc3ccc(F)cc3Cl)C2)n1 (stereo not drawn) | -9 | 1
COCCN1CCC(N2CCCN(C(=O)c3cc(F)ccc3Cl)CC2)C1=O (stereo not drawn) | 1 | 3
COc1ccc(N2CCN(C(=O)C3CCC3)C(C)C2=O)c(OC)c1 (stereo not drawn) | -9 | 1
Brc1c(CSc2nc3ccccc3[nH]2)nc2ncccn12 | 2 | -4
Cn1c(N)c(S(=O)(=O)N2CCN(c3ccccc3F)CC2)c(=O)n(C)c1=O | -14 | -7
O=C(c1ccc(OCC2CCCN2C(=O)c2ccccc2)cc1)N1CCCC1 (stereo not drawn) | 3 | -4
O=C1CCCc2nn(-c3ccccc3)c(-c3ccc(F)cc3)c21 | -8 | 3
COc1ccc(OC)c(NC(=O)Nc2ccc(C)cc2)c1 | 26 | 0
CC(C)C[C@@H]1COc2cccc(NN3CCN(C)CC3)c2S(=O)(=O)N1 | 15 | 2
CN1C(=O)c2cccc(NC(=O)c3cccc(N4C(=O)CCC4=O)c3)c2C1=O | -6 | -5
CC(C)N1CCC(CNC(=O)c2cccc3ccccc23)CC1 | -12 | 3
COc1ccc(-n2nnc(-c3nc(-c4cc(OC)ccc4OC)cs3)c2C)cc1 | -2 | 4
COc1ccc(C2C3=C(CC(C)(C)CC3=O)N=C3c4ccccc4C(=O)C32)cc1 (stereo not drawn) | 62* | -4
CC(C)CC(C(=O)NC1CCCC1)N1C(=O)c2ccccc2C1=O (stereo not drawn) | 2 | -7
CCOC(=O)N1CCc2nn(CC(=O)Nc3ccccc3OC)c(=O)cc2C1 | 15 | -3
O=C1CSC(c2cccnc2)N1c1ccc(Oc2ccccc2)cc1 (stereo not drawn) | 3 | 4
Cc1cccc(-n2nc3c(c2NC(=O)c2ccc4c(c2)OCO4)CSC3)c1C | 1 | 0
COc1cccc(C2=NN(C(C)=O)C3(CCCC3)O2)c1 | -24 | -3
Cc1cc(CN2C(=O)c3ccccc3S2(=O)=O)no1 | · | 2
O=C(Nc1ccccc1Cl)N1CCCN(c2nc3cccnc3s2)CC1 | -8 | -3
COc1ccc(-c2csc(/C(C#N)=C/Nc3ccc(Cl)cc3)n2)cc1OC | 1 | -3
CC(=O)Nc1cc(C(=O)NC2CCCCC2C)ccc1S(=O)(=O)c1ccc(Cl)cc1 (stereo not drawn) | 17 | -20
O=C(Cn1nc(-c2ccc(Cl)cc2)c2ccccc2c1=O)Nc1cccc(Cl)c1 | -4 | -4
CCOC(=O)c1sc(N)nc1C | · | 1

Further structures.
SMILES | mHTT CaM bind | Pf apPOL block
CCCCC(=O)Nc1c2c(nn1-c1ccc(C)cc1C)CSC2 | 16 | 0
Cc1ccc(NC2=CC(c3ccc([N+](=O)[O-])cc3)N(c3ccc(C)cc3)C2=O)cc1 (stereo not drawn) | 3 | -5
CN(C)C=Nc1ncc2c3ccccc3n(CCN(C)C)c2c1C#N | 17 | -3
COc1ccccc1N1CCN(C2CCN(S(=O)(=O)c3ccc(Cl)cc3)CC2)CC1 | 12 | -12
COc1ccc(OC)c(C2SCCN2S(=O)(=O)c2ccc(C)c([N+](=O)[O-])c2)c1 (stereo not drawn) | 7 | 4
O=[N+]([O-])c1ccc(N/N=C/c2ccc3c(c2)OCO3)c(C(F)(F)F)c1 | i | ·
CSc1ccccc1NC(=O)C(=O)NCC1CCN(Cc2ccco2)CC1 | -4 | -5
O=C(O)CCc1cccnc1 | · | -10
O=C(Nc1ccc(Cl)cc1)c1cc(S(=O)(=O)NCCc2ccc(Cl)cc2)ccc1F | 15 | -19
COc1ccc(C(=O)Nc2cc3nn(-c4ccc(C)cc4)nc3cc2C)cc1OC | 0 | -6
CCOC(=O)N1CCN(CC(O)COCc2ccc(OC)c(OC)c2)CC1 (stereo not drawn) | 11 | -3
FC(F)(F)c1cc(-c2cccs2)nc(NC2CCCC2)n1 | -331 | -12
O=C(Nc1cccc(Cl)c1)c1cc(S(=O)(=O)NCc2ccccc2)ccc1F | 7 | -4
COc1cc(C=CC(=O)c2ccccc2)cc(OC)c1OC | 1 | -20
C1CCC2(CC1)OCC1(CO2)COC2(CCCCC2)OC1 | -6 | -5
CC(C)C(=O)Nc1cccnc1N1CCCC(C(=O)N2CCCC2)C1 (stereo not drawn) | -3 | -2
Cn1c2c(c(=O)n(C)c1=O)C(c1cccc(Br)c1)C1=C(N2)c2ccccc2C1=O (stereo not drawn) | 3 | -4
CCOc1ccc(CC(=O)NC(C)Cc2ccco2)cc1 (stereo not drawn) | -7 | -7
CCOCC(=O)Nc1ccc2c(N3CCCC3)ncnc2c1 | -1 | -5
CCC(=O)NCc1nc2c(n1C)CN(C(=O)c1cccc(OC)c1OC)CC2 | 9 | 3
COc1ccccc1NC(=O)NCCC1CCN(S(=O)(=O)c2ccccc2)CC1 | 36 | -1
COc1ccc2oc(=O)c(-c3nc(-c4ccc(Br)cc4)cs3)cc2c1 | -1 | -7
Cc1cccc(NC(=O)N2CCC(CCNC(=O)C(C)Oc3ccccc3)CC2)c1 (stereo not drawn) | 3 | -5
CCCC1=NN(C(=O)c2cccc(Cl)c2)C(O)(C(F)(F)F)C1 (stereo not drawn) | -8 | -16
c1ccc2c(c1)c1ccccc1c1nc(N3CCOCC3)nnc21 | · | 0

The final 2 compounds of the part before lead into the next.
SMILES | mHTT CaM bind | Pf apPOL block
CCCC1=NN(C(=O)c2cccc(Cl)c2)C(O)(C(F)(F)F)C1 (stereo not drawn) | -8 | -16
c1ccc2c(c1)c1ccccc1c1nc(N3CCOCC3)nnc21 | · | 0
CCOC(=O)c1c(NC(=O)N2CCOc3ccccc32)sc2c1CCCC2 | -5 | -3
O=C(CCN1CCCCC1)c1ccc(O)cc1 | 2 | -15
CN(C)CCNC(=O)c1ccc(N2CCNC(c3ccccc3)C2)nc1 (stereo not drawn) | 11 | 7
C/C(=C\c1ccccc1)CN(C)CCN(C)C | 2 | 2
COc1ccc(C2=NOC(C(=O)NC(C)(C)C)C2)cc1 (stereo not drawn) | -8 | -1
O=C(NCc1csc(C2CCN(S(=O)(=O)c3ccccc3)CC2)n1)C1CC1 | 5 | -2
Nc1sc2c(c1C(=O)Nc1ccccc1)CCCC2 | 33 | 1
CC(C)C1N=C2c3ccccc3N=C(SCC(N)=O)N2C1=O (stereo not drawn) | -3 | -4
CN(C)c1cc(N2CCCC2)c(F)cc1[N+](=O)[O-] | · | -13
O=C(NCC1OCCc2ccccc21)C(=O)N1CCCCC1 (stereo not drawn) | -1 | -36
Cc1cc(C)nc(SCCN2CCCC2)n1 | -4 | -7
COc1ccc(NC(=O)c2cc3nc(-c4ccc(OC)c(OC)c4)cc(C(F)(F)F)n3n2)cc1 | 0 | -3
Nc1c(C(=O)Nc2ccc(Cl)c(Cl)c2)sc2nc3c(cc12)CCC3 | -2 | -2
COc1ccc(Nc2ncc3c(n2)CCN(Cc2ccccc2)C3)c(OC)c1 | 6 | -9
COc1ccc(-c2[nH]c3ccccc3c2SCCNC(=O)C2CC2)cc1 | 23 | -7
CC(=O)c1ccccc1OCC(O)COc1ccccc1C(C)=O | -7 | -7
O=C(O)CCC(=O)Nc1cccc(C(F)(F)F)c1 | -23 | -1

Compound activity from PubChem BioAssay.
